Anthrax LF inh2: anthrax lethal factor protease inhibition; P15917; multiplex microsphere protease cleavage assay, LF; inhibition, % at 10 µM; AID 588501; 0.12% of 360,000 active; also: plate controls were buffer without enzyme for full effect and enzyme alone for no effect
BoNT-A LC inh2: blocks Botulinum neurotoxin A light chain protease; multiplex microsphere protease substrate cleavage, flow cytometry; inhibition, % at 10 µM; 0.17% of 360,000 active; AID 588499; also: plate controls were buffer without enzyme for full effect and enzyme alone for no effect
PfHsp40 yeast: compounds rescuing yeast from Plasmodium falciparum HSP40 toxicity; AID 504582; 0.68% of 340,000 active; growth rescue, % at 12.5 µM; S. cerevisiae expressing PfHsp40, growth rescue, ATP luminescence; in the data active = growth rescue above about 28%, passing the limit was not always enough; inconclusive = no clear call, values can overlap the other calls;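 also: yeast W303a lacking pdr1 and pdr3 grown in galactose medium; growth measured after three days at 30 °C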
BioA inh: blocks M. tuberculosis BioA enzyme activity. inhibition, % at 9.99 µM. AID 602481. purified M. tuberculosis BioA enzyme, plate reader. 0.096% of 360,000 active; in the data active = inhibition above about 40%; inconclusive = no clear call, values can overlap the other calls
FadD28 binding: M. tuberculosis FadD28 bisubstrate binding inhibition. FadD28 bisubstrate probe binding, fluorescence polarization. inhibition, % at 12.5 µM. 0.22% of 360,000 active. AID 588549; in the data active = inhibition above about 8.5%, passing the limit was not always enough; inconclusive = no clear call, values can overlap the other calls
GDH-TPI inh: inhibits GDH-TPI coupling enzymes, artifact for Mtb FBA screen | GDH-TPI coupled enzyme counterscreen, NADH absorbance | 1.2% of 360,000 active | AID 588335 | inhibition, % at 4.8 µM; in the data active = inhibition above about 30%;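 also: 0% = DMSO wells and 100% = wells lacking the enzyme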
BoNT-F LC inh: blocks Botulinum neurotoxin F light chain protease | Multiplex microsphere protease cleavage assay, flow cytometry | inhibition, % at 10 µM | AID 588497 | 0.22% of 360,000 active; in the data active = inhibition above about 35%, passing the limit was not always enough; inconclusive = no clear call, values can overlap the other calls; also: plate controls were buffer without enzyme for full effect and enzyme alone for no effect
Mtb FBA inh: inhibits M. tuberculosis FBA enzyme; P9WQA3; purified M. tuberculosis FBA, fluorescence read-out; inhibition, % at 1 µM; 2.3% of 360,000 active; in the data active = inhibition above about 27%;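 also: 0% = vehicle and 100% = reference inhibitor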
Target sequence (P9WQA3 whole entry, looked up): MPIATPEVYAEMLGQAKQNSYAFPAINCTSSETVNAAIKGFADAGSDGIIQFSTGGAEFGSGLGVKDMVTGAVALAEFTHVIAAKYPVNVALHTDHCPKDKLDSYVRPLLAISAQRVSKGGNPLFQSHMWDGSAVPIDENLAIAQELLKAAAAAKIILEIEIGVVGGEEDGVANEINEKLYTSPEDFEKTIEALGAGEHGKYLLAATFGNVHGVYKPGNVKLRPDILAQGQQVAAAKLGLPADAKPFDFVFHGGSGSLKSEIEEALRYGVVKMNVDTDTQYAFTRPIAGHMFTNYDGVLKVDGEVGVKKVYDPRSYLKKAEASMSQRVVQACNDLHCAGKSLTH
Mtb UGM inh: Mtb UDP-galactopyranose mutase inhibition; P9WIQ1; purified UGM, fluorescence polarization probe displacement; inhibition, % at 10 µM; 0.06% of 320,000 active; AID 504406; in the data active = inhibition above about 10%, passing the limit was not always enough; inconclusive = no clear call, values can overlap the other calls
Target sequence (P9WIQ1 whole entry, looked up): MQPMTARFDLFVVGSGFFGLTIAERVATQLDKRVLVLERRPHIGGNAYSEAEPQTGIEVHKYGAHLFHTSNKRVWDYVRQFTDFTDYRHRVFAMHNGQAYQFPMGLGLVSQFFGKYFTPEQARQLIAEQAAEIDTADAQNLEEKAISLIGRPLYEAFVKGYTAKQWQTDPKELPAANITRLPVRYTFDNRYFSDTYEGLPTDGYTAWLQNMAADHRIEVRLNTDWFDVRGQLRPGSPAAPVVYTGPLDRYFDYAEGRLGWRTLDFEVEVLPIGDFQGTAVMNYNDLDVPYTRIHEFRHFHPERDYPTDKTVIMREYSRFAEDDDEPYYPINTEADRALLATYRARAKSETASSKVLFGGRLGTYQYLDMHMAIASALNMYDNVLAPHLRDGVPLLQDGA
Starred values were filed as active, the others as inactive; u = inconclusive; x = no result given. Rule as the data show it, unless noted: active = inhibition above about 30%; inconclusive = no clear call, values can overlap the other calls; inactive = below that. Rows are unselected; 4.7% or so of the library scored in one or more.

The first 2 records (preview)
Screens in order: Anthrax LF inh2, BoNT-A LC inh2, PfHsp40 yeast, BioA inh, FadD28 binding, GDH-TPI inh, BoNT-F LC inh, Mtb FBA inh, Mtb UGM inh
CCCN(CC(=O)Nc1ccccc1C)C(=O)COc1c(Cl)cccc1Cl
    -2.8, -1.4, -0.5, 1.2, -1.7, -7.2, -2.3, -0.4, 3.2
COc1ccccc1/C=N/NC(=O)CN(C1=NS(=O)(=O)c2ccccc21)c1ccccc1
    1.8, -0.1, -0.2, x, -1.6, 9.8, -1.7, -4.7, -0.9

Main list, previewed entries included:
Screens in order: Anthrax LF inh2, BoNT-A LC inh2, PfHsp40 yeast, BioA inh, FadD28 binding, GDH-TPI inh, BoNT-F LC inh, Mtb FBA inh, Mtb UGM inh
CCCN(CC(=O)Nc1ccccc1C)C(=O)COc1c(Cl)cccc1Cl
    -2.8, -1.4, -0.5, 1.2, -1.7, -7.2, -2.3, -0.4, 3.2
COc1ccccc1/C=N/NC(=O)CN(C1=NS(=O)(=O)c2ccccc21)c1ccccc1
    1.8, -0.1, -0.2, x, -1.6, 9.8, -1.7, -4.7, -0.9
CN1c2ccsc2C(O)=C(C(=O)Nc2ccccc2)S1(=O)=O
    -6.1, -1.1, -0.2, -0.1, -0.3, 28.3, -5.9, -1.4, -0.2
CC(=O)c1ccc(OC2(C)CCN(Cc3cccn3-c3nccs3)C2)cc1 (configuration not stated)
    -0.3, -0.3, x, 3.7, -0.5, 8.8, -0.6, 0.2, x
CCCC(=O)Nc1c(C(=O)OCC)oc2ccccc12
    -4.0, 0.0, 0.3, -0.9, -1.8, 3.8, -2.1, 5.0, 0.7
CCCc1nnc(NC(=O)Cn2c(=O)oc3cc(Br)ccc32)s1
    -1.1, 2.1, -1.4, -5.4, -0.1, 1.2, 4.5, -0.5, 0.2
O=C1N/C(=C\c2ccc(O)cc2)C(=O)c2ccccc21
    -8.2, 4.6, -0.6, -0.8, -3.4, 7.8, 5.3, -10.8, 0.4
CC1CC(C)CN(C(=O)C(C)N2CCN(S(=O)(=O)c3ccc(C(F)(F)F)cc3)CC2)C1 (configuration not stated)
    -5.7, 0.3, -0.2, 3.2, -0.5, -0.4, 12.2, -0.7, x
CC(=O)C1=C(O)C(=O)N(Cc2cccnc2)C1c1ccc(Cl)cc1 (configuration not stated)
    3.0, 0.4, 0.6, 0.8, -2.6, 20.7, 2.9, -2.3, -1.4
CCC(CC)C(=O)NCc1ccccc1OC
    -4.1, -0.6, -0.5, -0.1, -1.1, 11.9, -2.2, 1.2, 0.1
COc1ccc(C(=O)/C(=C/c2cccs2)c2nc3ccccc3o2)cc1
    -1.1, -0.3, -0.7, -1.1, -3.2, 29.7, -5.4, 3.5, 3.2
CCOc1ccccc1NC(=O)COC(=O)c1ccc(S(=O)(=O)N2CCCC2)cc1
    -5.8, 0.2, 0.1, 1.6, 0.9, -5.8, -4.6, 0.9, x
CC(=O)c1ccc(N=C2C(=O)Nc3ccccc32)cc1
    x, x, 0.5, 2.1, 0.0, 18.6, x, 0.0, -1.5
CN(C)S(=O)(=O)c1ccc(C(=O)Nc2ccc(Cl)cc2)cc1
    -0.7, -0.4, 1.1, 12.7, -2.9, -9.0, -9.3, 1.7, -1.8
O=C(Nc1ccc(Br)cc1)N1CCCCC1
    -0.7, -0.4, 9.6, x, -3.2, -5.3, 3.0, -2.5, 1.1
CCCS(=O)(=O)NCCc1cc2ccc(OC)cc2[nH]c1=O
    -3.7, -0.2, 1.9, 0.5, -0.6, 28.4, 2.7, 5.0, 0.3
COc1ccc(C(C(=O)NC2CCCC2)N(CCCO)C(=O)c2snc(C(N)=O)c2N)cc1 (configuration not stated)
    -4.5, 0.8, 15.2, 0.5, -1.4, -0.8, 6.9, 5.7, 3.1
CC(O)(c1ccc(F)c(F)c1)c1nc(-c2cnc3ccccc3c2)cs1 (configuration not stated)
    -4.6, -0.8, x, -2.3, -4.9, 7.1, -4.9, 3.0, x
COc1cccc(C(=O)COc2ccc3ccc(=O)oc3c2)c1
    -1.5, -0.1, 1.3, 0.4, -1.6, 5.0, 3.4, 5.0, -0.8
O=C(c1ccc2c(=O)n(Cc3ccc4c(c3)OCO4)c(=S)[nH]c2c1)N1CCCCC1
    -1.6, 2.9, 0.1, x, -0.6, 3.7, 3.1, -2.2, -0.6
COc1cc(C(=O)Nc2ccc3nc(N4CCN(C)CC4)cc(C)c3c2)cc(OC)c1OC
    -2.8, 2.1, -1.3, -0.9, -2.2, 16.2, -9.6, -1.1, 0.0
CC(NC(=O)COC(=O)c1ccc2c(=O)n3c(nc2c1)CCCCC3)c1ccccc1 (configuration not stated)
    -7.1, 0.2, 0.8, 3.3, -0.6, 3.5, 1.6, 2.7, 1.2
Cc1ccc(-n2nc(C)c(C(C)(O)C(F)(F)F)c2N)cc1 (configuration not stated)
    -1.4, 0.0, -0.6, x, -0.6, 4.1, -11.8, 0.9, -0.4
CN(C)S(=O)(=O)N(CC(=O)N1CCN(c2ccccc2)CC1)c1ccccc1
    -3.5, -0.5, 0.2, 2.5, -2.5, -4.4, -5.2, -1.3, 0.7
COC(=O)CSc1[nH]c2ccccc2c1[N+](=O)[O-]
    -5.7, 0.5, -1.1, x, -3.2, 15.4, -0.4, 0.7, -0.4
CN1CCN(C(=O)c2ccc(Cl)cc2)CC1
    -5.9, 2.0, -0.8, -0.4, 1.1, 17.1, 14.4, 0.9, -1.7
Cc1nc(NC(=O)c2ccccc2)sc1-c1csc(Nc2ccc(C(=O)O)cc2)n1
    1.3, 1.1, -1.0, 2.1, -0.6, 0.5, 1.0, 0.7, x
COC(=O)c1csc(S(=O)(=O)N2CCOCC2)c1OC
    -6.6, -2.9, -0.5, -1.9, -1.0, -8.0, -1.7, -4.2, -1.3
Cc1ccccc1OCC(=O)Nc1cccc(C(=O)O)c1
    -2.3, -0.7, 0.3, x, -1.2, -0.6, 3.3, 3.3, x
CCOc1ccc(N(CC(=O)NN=C2CCCC2)S(C)(=O)=O)cc1
    0.3, -0.3, 0.1, -1.3, -1.2, 6.7, -10.2, -5.2, 0.1
O=C(CN1C(=O)CS/C1=C\c1nc(-c2ccc(Cl)cc2)cs1)Nc1cccnc1Cl
    4.6, -0.7, -0.5, x, 1.3, 2.2, 7.3, 2.1, 3.4
CN(CC(=O)NCc1ccc2c(c1)OCO2)S(=O)(=O)c1ccc(Cl)cc1
    4.6, 0.4, -0.2, -0.5, -2.3, 9.8, -10.4, 2.8, -0.4
Cc1ccccc1C(=O)Nc1cccc(NC(=S)NC(=O)c2cccs2)c1
    5.0, 0.1, -0.2, -0.2, 0.0, 1.6, 2.8, 1.8, -0.6
O=C(COC(=O)c1ccc(N2CCCC2=O)cc1)Nc1ccccc1
    -1.4, -0.1, -1.2, -0.2, -2.0, 12.7, -2.8, 2.1, 2.2
CCOC(=O)C1CCN(Cc2ccc(Cl)c(Cl)c2)CC1
    1.8, 1.3, -0.7, 0.3, 0.5, 6.4, 1.0, 1.6, 1.1
COc1ccc(C(=O)OC2CCCCC2CN(C)C)cc1 (configuration not stated)
    -0.2, -1.6, 2.1, 0.4, -0.2, 8.3, 18.2, -0.3, 3.6
COc1ccc(OC)c(N2C(=O)CC(NNC(=O)c3ccc4c(c3)OCO4)C2=O)c1 (configuration not stated)
    -1.6, 0.7, 1.0, -0.6, 1.0, 15.9, -12.1, 2.9, 4.8
COc1ccc(-c2c(C)nn3c(N4CCN(Cc5ccccc5)CC4)cc(C)nc23)cc1OC
    7.5, -0.2, 0.7, 3.5, -2.0, 4.3, -6.0, -0.4, 5.6
CC(=O)c1ccc(S(=O)(=O)Nc2ccc(N3CCOCC3)cc2)cc1
    -16.2, 1.4, 1.4, -0.1, -0.8, 0.4, -31.0, -1.4, -0.9
O=C(NC1CCS(=O)(=O)C1)c1cccc(Br)c1 (configuration not stated)
    -2.1, -30.5, -0.2, -1.5, 0.6, -1.1, -49.8, 0.9, 0.1
CCCCc1cc(=O)oc2cc(OCc3nn[nH]n3)ccc12
    -5.0, 0.0, 0.0, x, -1.8, 19.0, u, 34.5*, 5.1
C=CCN1C(=O)NC(=O)C(CCc2ccncc2)(CCc2ccncc2)C1=O
    -1.6, -0.5, -0.8, x, 1.0, 3.2, 0.9, 6.8, -0.3
CC(=O)Cc1nsc(NC(=O)c2ccc(-c3cc(C(F)(F)F)ccc3Cl)o2)n1
    -5.0, 1.5, -0.8, 0.6, -2.0, 27.9, 0.8, 1.6, 2.6
Cc1ccc(S(=O)(=O)N2CCOCC2)cc1C(=O)NCc1ccco1
    -0.7, -0.1, 0.7, 0.1, -1.6, 3.9, 3.8, 6.4, 1.9
Cc1ccc(C)c(CNC(=O)Nc2ccccc2)c1
    2.1, -1.3, -0.9, x, x, 0.0, -0.5, -0.8, -1.1
NC(=O)CC(NC(=O)c1ccc(Cl)cc1)C(=O)NCCc1ccc(S(N)(=O)=O)cc1 (configuration not stated)
    4.8, -2.0, 1.5, 0.4, -1.6, -11.1, 12.4, -7.8, -3.4
CC(=O)c1cccc(S(=O)(=O)N(C)C2CCN(C)CC2)c1
    -1.1, 0.4, 1.3, x, -2.3, -4.9, -2.8, 1.9, 0.4
O=C(COCc1cc(-c2ccc3c(c2)OCO3)on1)N1CCN(c2cccc(Cl)c2)CC1
    -3.0, 0.0, 1.8, 1.9, 0.9, -2.6, -5.7, 3.0, 2.4
COC(=O)N/N=C/c1ccc(Oc2ccccc2)cc1
    -0.6, -0.5, 2.4, x, -4.4, -1.6, 1.4, -1.8, -1.9
COc1ccc(S(=O)(=O)N2CCCC2)cc1NC(=O)c1ccccc1
    1.7, 4.2, -0.3, x, -2.9, 6.0, 4.6, -3.7, 0.3
N#CC1=C(N)OC2=C(C(=O)CCC2)C1c1ccc(OC(=O)N2CCOCC2)cc1 (configuration not stated)
    3.5, -0.1, 1.0, 1.3, -0.8, -7.4, 3.7, 0.8, -5.3
Cc1ccccc1C(=O)N/N=C/c1ccc(OCC(=O)N2CCCCC2)cc1
    7.8, -0.6, -1.1, -1.3, -1.9, 13.2, 0.5, 5.5, -2.8
Cc1cc(C)cc(C(=O)NCCC(=O)N2CCC3(CC2)NCCc2[nH]cnc23)c1
    -3.7, -0.8, 0.4, 0.4, 2.6, -4.3, 2.0, 1.2, -1.1

Profiles from above.
`COc1cccc(C(=O)COc2ccc3ccc(=O)oc3c2)c1` as listed: Anthrax LF inh2: -1.5; BoNT-A LC inh2: -0.1; PfHsp40 yeast: 1.3; BioA inh: 0.4; FadD28 binding: -1.6; GDH-TPI inh: 5.0; BoNT-F LC inh: 3.4; Mtb FBA inh: 5.0; Mtb UGM inh: -0.8
`Cc1nc(NC(=O)c2ccccc2)sc1-c1csc(Nc2ccc(C(=O)O)cc2)n1` as listed: Anthrax LF inh2: 1.3; BoNT-A LC inh2: 1.1; PfHsp40 yeast: -1.0; BioA inh: 2.1; FadD28 binding: -0.6; GDH-TPI inh: 0.5; BoNT-F LC inh: 1.0; Mtb FBA inh: 0.7; Mtb UGM inh: x
